TEAD-YAP block – TEAD-YAP interaction inhibition; inhibition, % at 9.12 µM; AID 1259422; HEK-TIYL cells, TEAD-Gal4/YAP UAS-luciferase luminescence; 1.4% of 640,000 active; in the data active = inhibition above about 32%;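 note: 0% = median of test compound wells and 100% = reference inhibitor wells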
GPR151 ag – activates the human receptor GPR151. Q8TDV0. PathHunter beta-arrestin GPR151 cells, luminescence. activation, % at 11.2 µM. 1% of 650,000 active; in the data active = activation above about 4.9%;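 note: 0% = median of compound wells and 100% = cells with positive control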
Target sequence (Q8TDV0 whole entry, looked up): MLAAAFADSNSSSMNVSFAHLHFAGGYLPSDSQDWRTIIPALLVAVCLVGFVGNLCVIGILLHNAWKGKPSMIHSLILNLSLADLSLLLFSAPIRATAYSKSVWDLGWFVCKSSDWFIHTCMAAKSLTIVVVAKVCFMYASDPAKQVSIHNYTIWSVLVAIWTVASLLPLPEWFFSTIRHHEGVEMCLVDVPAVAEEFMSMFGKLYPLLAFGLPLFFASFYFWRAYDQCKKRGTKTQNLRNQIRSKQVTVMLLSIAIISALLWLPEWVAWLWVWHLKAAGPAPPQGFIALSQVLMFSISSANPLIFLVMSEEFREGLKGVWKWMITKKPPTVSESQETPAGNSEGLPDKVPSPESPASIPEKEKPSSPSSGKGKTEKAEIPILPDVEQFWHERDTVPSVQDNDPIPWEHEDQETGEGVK
MITF inh – blocks human microphthalmia-associated transcription factor; inhibition, % at 2.6 µM; AlphaScreen MITF homodimerization, bead proximity signal; 0.91% of 650,000 active; in the data active = inhibition above about 50%;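 note: 0% = vehicle wells with protein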
Target sequence (O75030 whole entry, looked up): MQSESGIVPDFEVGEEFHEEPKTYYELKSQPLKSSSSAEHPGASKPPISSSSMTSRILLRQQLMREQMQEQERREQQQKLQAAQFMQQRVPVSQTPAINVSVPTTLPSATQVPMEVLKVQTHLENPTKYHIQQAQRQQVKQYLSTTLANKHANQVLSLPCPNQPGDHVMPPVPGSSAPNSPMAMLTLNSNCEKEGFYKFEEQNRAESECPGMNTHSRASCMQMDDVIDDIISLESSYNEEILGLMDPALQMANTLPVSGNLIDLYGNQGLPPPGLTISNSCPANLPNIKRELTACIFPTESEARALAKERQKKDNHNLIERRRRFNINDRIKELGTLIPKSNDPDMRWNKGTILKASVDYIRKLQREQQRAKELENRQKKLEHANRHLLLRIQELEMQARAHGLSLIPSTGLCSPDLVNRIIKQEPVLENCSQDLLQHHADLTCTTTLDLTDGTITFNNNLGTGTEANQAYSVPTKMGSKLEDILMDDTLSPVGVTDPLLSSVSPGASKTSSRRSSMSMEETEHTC
FBW7 activator – activators of human E3 ligase FBW7 | Q969H0 | AID 1259310 | 0.13% of 650,000 active | normalized activity (activation), % at 26.1 µM | AlphaScreen FBW7–phospho-cyclin E peptide binding, activator screen; in the data active = normalized activity above about 1.9%;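 note: purified mutant Fbw7 with reduced substrate affinity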
An asterisk follows results filed as active; / = not tested or not shown.

no.	mol	GPR151 ag	FBW7 activator	MITF inh	TEAD-YAP block
1	COC(=O)C1=C(C)OC(N)=C(C#N)C1c1ccc(F)cc1 (configuration not stated)	-0.9	0.1	3	5
2	Cc1cccc(CN2CCN(CCCc3ccccc3)CC2)c1	-1.8	0.0	69*	3
3	COc1ccccc1CN(Cc1cc2cccc(C)c2n2nnnc12)C(C)=O	-0.4	-0.1	-7	-5
4	O=C(CN1C(=O)C2C3CCC(C3)C2C1=O)Nc1cc(Cl)ccc1Cl (configuration not stated)	1.6	-0.1	-5	10
5	COCCCn1c(-c2ccc(Cl)cc2)cn2c3c(=O)n(C)c(=O)n(C)c3nc12	0.3	0.6	15	0
6	CC(C)CC(NC(N)=O)C(=O)NCCc1ccc(Cl)cc1Cl (configuration not stated)	0.4	-0.1	-10	-2
7	CC(C)(C)C1(C)OC(O)(C(Cl)Cl)CC1=O (configuration not stated)	0.0	0.3	20	5
8	CCOC(=O)c1cc(CC)sc1NC(=O)c1ccco1	-0.7	0.4	3	8
9	CCOC(=O)c1c(C)n(-c2ccccc2)c2c1cc(OC(=O)c1ccc(OCC)cc1)c1ccccc12	-0.8	-0.1	-6	3
10	CCN1CCCC1CNC(=O)C1=CCN(S(=O)(=O)c2ccccc2)CC1 (configuration not stated)	0.9	-0.2	-8	-9
11	CC(C)n1c(Cc2ccccc2)nc2ccccc21	-1.1	0.3	2	-2
12	CC(=O)NCC(c1cccs1)S(=O)(=O)c1ccccc1 (configuration not stated)	2.7	0.0	4	0

(cont.)
no.	mol	GPR151 ag	FBW7 activator	MITF inh	TEAD-YAP block
13	COc1ccc(N(C)C(=O)CN2C(=O)C3C4C=CC(C4)C3C2=O)cc1 (configuration not stated)	1.1	-0.1	9	1
14	CCOC(=O)N1CCc2c(sc(NCc3ccc(C)o3)c2C(=O)Nc2cc(OC)ccc2OC)C1	1.7	-0.8	3	-30
15	O=C1N=C(N2CCOCC2)S/C1=C/c1ccc(-c2ccccc2Cl)o1	-0.5	-0.2	-7	-4
16	COc1cc(C(=O)NCc2ccc(C(=O)NC3CCCCCC3)cc2)cc(OC)c1OC	1.1	0.1	10	-2
17	O=C(COc1ccccc1)N1CCN(C(=O)c2ccc(F)cc2)CC1	-0.6	0.2	5	3
18	CO[C@@H]1COC(=O)C/C=C/[C@@H](C)[C@H](NS(=O)(=O)c2ccc(C)cc2)COC(=O)C/C=C/[C@@H]1C	-1.8	0.0	20	/
19	C=CCOc1ccccc1CNc1ccc2[nH]c(=O)[nH]c2c1	-1.2	0.9	27	-10
20	Cc1cc(S(=O)(=O)NC(C)C)ccc1OCC(=O)NCc1cccnc1	0.0	-0.1	7	5
21	Cc1nc2c(C(=O)NCCN3CCOCC3)cnn2c(C)c1Cc1ccccc1Cl	1.1	0.2	-1	-11
22	CCOC(=O)C1=C(c2ccccc2)N=c2s/c(=C\c3ccccc3OC)c(=O)n2C1c1c(OC)ccc2ccccc12 (configuration not stated)	0.2	0.0	-5	-5
23	O=S(=O)(c1cccc(S(=O)(=O)N2CCCC2)c1)N1CCCCC1	0.1	0.1	0	-2
24	C/C(CC(=O)Nc1ccccn1)=N\NC(=O)C(=O)Nc1cccc(C)c1	1.0	-0.1	-9	-12

Going on with the list:
no.	mol	GPR151 ag	FBW7 activator	MITF inh	TEAD-YAP block
25	COc1ccccc1NC(=O)C(=O)N/N=C(\C)CC(=O)Nc1cccc2c1CCCC2	1.1	-0.2	1	-24
26	O=C(Nc1nonc1-n1nncc1COC(=O)c1ccccc1)c1ccccc1	1.9	-0.2	-11	1
27	CC1=CS/C(=C(/C#N)C(=O)NCc2ccccc2)N1c1ccccc1	0.1	-0.1	0	1
28	CCCNC(=O)c1ccc2nc(N3CCN(Cc4ccc5c(c4)OCO5)CC3)sc2c1	-1.5	0.1	13	-2
29	CC(NC(=O)COC(=O)C1CSC2(C)CCC(=O)N12)C12CC3CC(CC(C3)C1)C2 (configuration not stated)	2.9	0.0	3	-10
30	CC1=NNC(=O)C1CCC(=O)N/N=C(/C)c1ccc(Cl)cc1 (configuration not stated)	-0.3	0.2	-20	-2
31	CCN(CC)S(=O)(=O)c1ccc(NC(=O)c2ccc(C(C)(C)C)cc2)cc1	3.5	1.0	4	6
32	CCc1ccc(OCC(=O)Nc2cc3nn(-c4ccc(C)cc4)nc3cc2C)cc1	-0.4	-0.1	5	-28
33	O=C(Nc1nnc(CSCc2ccc(F)cc2)s1)c1cccc([N+](=O)[O-])c1	1.0	0.2	16	11
34	COC(=O)c1c(NC(=O)COc2ccccc2)sc2c1CCCC2	0.2	-0.3	-12	7
35	CCOc1cc(C2NC(=O)NC(C)=C2C(=O)Nc2cc(OC)ccc2OC)ccc1O (configuration not stated)	1.1	-0.2	-10	-4
36	CCCN(CCC)c1nc(N)nc(N(CCC)CCC)n1	-0.3	0.3	6	6

The list continues.
no.	mol	GPR151 ag	FBW7 activator	MITF inh	TEAD-YAP block
37	COc1cc(CN2CCN(Cc3ccc(Br)cc3)CC2)cc(OC)c1OC	-1.2	-0.1	81*	14
38	CCSc1ccc(NC(=O)/C=C/c2ccc(OC)c(OC)c2)cc1	-1.1	-0.1	4	-8
39	CC1(c2nc(-c3ccncc3)no2)Oc2ccccc2NC1=O (configuration not stated)	0.3	-0.1	2	3
40	O=C1NC(=S)S/C1=C\c1cc2c(cc1Cl)OCO2	-1.2	-0.2	-6	8
41	N#Cc1c(C(F)(F)F)cc(Cc2ccccc2)nc1SCC(N)=O	-0.8	0.3	9	0
42	O=C(O)CCC(=O)Nc1ccc(S(=O)(=O)N2CCOC3CCCCC32)cc1 (configuration not stated)	1.8	0.7	3	-2
43	COc1ccccc1NC(=O)CCSCCC(=O)Nc1ccccc1OC	-0.5	-0.1	-11	3
44	CC(=O)N(C(C)=O)c1c(N2CCCC2)c2ccccc2oc1=O	2.2	0.0	-2	0
45	CCC(=O)Nc1ccc(C(=O)N2CCCC(C)C2)cc1 (configuration not stated)	0.4	0.0	14	1
46	CCNS(=O)(=O)c1ccc(NC(=S)NCC2CCCO2)cc1 (configuration not stated)	0.5	0.1	-6	3
47	CCOC(=O)N1CCN(c2nc(CN3CCC(C)CC3)nc3c(C)cccc23)CC1	0.1	-0.1	-3	-4
48	CCOc1ccc(C(=O)NCC2(CO)CC2)cc1OCC	0.8	-0.3	-1	8

Next section:
no.	mol	GPR151 ag	FBW7 activator	MITF inh	TEAD-YAP block
49	COC(=O)c1ccc(COc2ccc(C3NC(C(=O)O)CS3)cc2OC)o1 (configuration not stated)	-0.8	-0.1	1	-22
50	COc1ccc(CCNC(=O)CSc2nc(N)cc(=O)[nH]2)cc1OC	-0.4	-0.1	8	15
51	COC(=O)c1ccc(CNC2CCN(c3ccc(C(=O)NC4CCCC4)cc3)CC2)cc1	0.8	-0.2	-1	-4
52	COc1cc(C(=O)Nc2ccc(S(=O)(=O)N3CCCCCC3)cc2)cc(OC)c1OC	0.2	0.3	17	8
53	O=C(Oc1ccc(Oc2ccc(OC(=O)c3ccco3)cc2)cc1)c1ccco1	0.1	0.0	-1	0
54	O=C(NCc1cccs1)c1cc(-c2ccco2)on1	-1.1	-0.2	1	-65
55	CN1CCN(c2ccccc2NC(=O)c2cccc(I)c2)CC1	-0.6	0.1	14	12
56	CCCCC(=O)Nc1nc2ccc([N+](=O)[O-])cc2s1	-0.6	0.0	5	10
57	Cc1ccn(C(=O)c2cc3ccccc3oc2=O)n1	-0.1	-0.1	-4	3
58	CCC(C)NC(=O)c1ccc(N2CC3CC(C2)c2cccc(=O)n2C3)c(NC(=O)c2ccc(N(CC)CC)cc2)c1 (configuration not stated)	-1.4	0.1	2	9
59	O=c1oc2ccccc2c(O)c1N=Nc1ccc(S(=O)(=O)O)cc1	-6.3	-0.1	-3	-4
60	Cc1sc2ncnc(Nc3ccc(F)cc3F)c2c1C	0.5	0.1	4	-22

The closing four entries of the part before come first, to join the parts:
no.	mol	GPR151 ag	FBW7 activator	MITF inh	TEAD-YAP block
57	Cc1ccn(C(=O)c2cc3ccccc3oc2=O)n1	-0.1	-0.1	-4	3
58	CCC(C)NC(=O)c1ccc(N2CC3CC(C2)c2cccc(=O)n2C3)c(NC(=O)c2ccc(N(CC)CC)cc2)c1 (configuration not stated)	-1.4	0.1	2	9
59	O=c1oc2ccccc2c(O)c1N=Nc1ccc(S(=O)(=O)O)cc1	-6.3	-0.1	-3	-4
60	Cc1sc2ncnc(Nc3ccc(F)cc3F)c2c1C	0.5	0.1	4	-22
61	Cc1ccc(-n2c(=S)sc3c(=O)[nH]c(SCC(=O)NC4CCCCC4)nc32)c(C)c1	0.4	0.0	0	4
62	COc1ccc(OCC(=O)N2CCC3(CC2)CC3C(=O)NCc2cccc(C)n2)cc1 (configuration not stated)	0.5	0.0	-10	6
63	CS(=O)(=O)c1cc(Cl)ccc1CN1CCC(c2nc(-c3ccncc3)no2)CC1	-0.7	-0.2	2	11
64	CCSCCNC(=O)c1cc(C(F)(F)F)cc(C(F)(F)F)c1	4.6	0.3	20	7
65	CCOC(=O)c1ccc(NS(=O)(=O)c2ccc(F)cc2C)cc1	0.3	-0.1	19	4
66	C/C(N)=C(/C#N)C(=O)COC(=O)Cn1cnc2ccccc2c1=O	-1.1	0.5	2	2
67	CC(C)n1c(=O)n(CCN2CCCC2)c2cccnc21	0.5	0.1	1	9
68	CCOc1ccc(NC(=O)c2c(NC(=O)c3ccco3)sc3c2CCC(C(C)(C)C)C3)cc1 (configuration not stated)	-2.2	0.0	-19	-12
69	CCOc1ccc(NC(=O)Cn2c(=O)n(-c3ccc(F)cc3)c(=O)c3sccc32)cc1	-0.9	-0.1	-2	6
70	CCCc1cc(=O)[nH]c2nnc(SC/C=C/c3ccccc3)n12	-0.9	0.1	19	0
71	O=C(NCc1nc2ccccc2[nH]1)c1ccc2nc(N3CCN(c4ccccn4)CC3)sc2c1	0.5	-0.2	4	14
72	COc1ccc(OC)c(C(=O)c2ccc(C(=O)Nc3cccc([N+](=O)[O-])c3)cc2)c1	-1.9	0.0	-9	-7

Laid out differently: six of the compounds above
Values run as follows: GPR151 ag, FBW7 activator, MITF inh, TEAD-YAP block
61: Cc1ccc(-n2c(=S)sc3c(=O)[nH]c(SCC(=O)NC4CCCCC4)nc32)c(C)c1
    0.4, 0.0, 0, 4
62: COc1ccc(OCC(=O)N2CCC3(CC2)CC3C(=O)NCc2cccc(C)n2)cc1 (configuration not stated)
    0.5, 0.0, -10, 6
63: CS(=O)(=O)c1cc(Cl)ccc1CN1CCC(c2nc(-c3ccncc3)no2)CC1
    -0.7, -0.2, 2, 11
64: CCSCCNC(=O)c1cc(C(F)(F)F)cc(C(F)(F)F)c1
    4.6, 0.3, 20, 7
65: CCOC(=O)c1ccc(NS(=O)(=O)c2ccc(F)cc2C)cc1
    0.3, -0.1, 19, 4
66: C/C(N)=C(/C#N)C(=O)COC(=O)Cn1cnc2ccccc2c1=O
    -1.1, 0.5, 2, 2

Remaining list, next part.
no.	mol	GPR151 ag	FBW7 activator	MITF inh	TEAD-YAP block
73	O=C(NCc1cccc(F)c1)Nc1ccc(-c2cn[nH]c2)cc1	1.3	0.1	-4	-12
74	O=C(COC(=O)c1ccc(N2CCCC2=O)cc1)Nc1ccc2c(c1)OCCCO2	-1.1	-0.2	1	10
75	CC(=O)c1ccc(N2C(=O)CC(NC3CCCCC3)C2=O)cc1 (configuration not stated)	-0.9	0.7	18	7
76	CCc1c(C(=O)Nc2ncn(Cc3cccc(C)c3)n2)csc1C	-0.7	0.0	-21	-4
77	O=C(Nc1nc2ccc(Cl)cc2s1)c1cccc(C(F)(F)F)c1	-0.2	-0.1	10	2
78	NC(=O)c1cc(NC(=O)CCc2nc3ccccc3n2-c2ccccc2)cc(C(N)=O)c1	-0.2	0.1	12	1
79	COc1ccc(-c2nnc(NC(=O)c3cccc(OC)c3OC)o2)c(OC)c1	-0.4	-0.6	-8	-8
80	CC(=O)N(CCCN(C)C)Cc1ccc(C(C)C)cc1	-0.4	0.0	2	5
81	COc1ccc(S(=O)(=O)Nc2ccccc2C(F)(F)F)cc1C	0.8	-0.1	5	-1
82	CC(C)(CO)NCc1cc2ccc(Cl)cc2n(CCOc2ccccc2)c1=O	-1.5	0.0	-4	-3
83	Cc1ccc(Br)c(NS(=O)(=O)c2ccc(Cl)c(C(=O)O)c2)c1	1.0	-0.1	-5	7
84	COc1ccc(C(=O)N2CCN(Cc3ccc(C)cc3)CC2)cc1OC	-1.5	0.2	43	25

Next section
no.	mol	GPR151 ag	FBW7 activator	MITF inh	TEAD-YAP block
85	O=C1C2C3C=CC(C3)C2C(=O)N1CNc1cccc(Cl)c1 (configuration not stated)	0.0	-0.1	12	-5
86	Cc1ccc(Nc2c([N+](=O)[O-])c(=O)oc3ccccc23)cc1C	-1.1	-0.1	9	3
87	CCOC(=O)CC(NS(=O)(=O)c1cc(C)ccc1OC)c1cccc([N+](=O)[O-])c1 (configuration not stated)	-1.1	0.3	-10	-9
88	O=C(CNC(=S)N(Cc1ccccc1)Cc1ccccc1F)NC1CCCCCCC1	-1.2	0.5	22	-4

Compound activity: PubChem, The Scripps Research Institute Molecular Screening Center
